Assay outcomes from PubChem BioAssay.
Pf Dd2 inh – blocks growth of Plasmodium falciparum Dd2 parasites | P. falciparum Dd2 growth, SYBR Green, 72 h; stronger effect = lower value | activity change, % at 10 µM | hit rate 2.3% among 94,000; in the data active = activity change below about -80%; inconclusive = no clear call, values can overlap the other calls
Tcruzi prolif – inhibitors of T. cruzi proliferation; T. cruzi beta-gal in NIH3T3, GalScreen luminescence, 90 h; inhibition, % at 8.34 µM; hit rate 5.9% among 77,000; AID 624255;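 active = mean inhibition above about 93%, with at least 55% of replicates each passing it, limit read from the data, passing the limit was not always enough; inconclusive = only one of those two conditions holds; inactive = neither condition holds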
C diff growth – C. difficile growth inhibition; Clostridium difficile clinical isolate growth, OD600, 24 h; stronger effect = lower value; growth activity, negative = inhibition, % at 16 µg/mL (by protocol); hit rate 0.25% among 86,000;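 active = mean growth activity at or below -80% and every replicate also at or below -80%; inconclusive = mean at or below -80% but some replicate above -80%; inactive = mean growth activity above -80%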;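 note: 0% = DMSO wells and -100% = levofloxacin 16 µg/mL wells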
KDM4C inh – blocks human GASC-1 (KDM4C) demethylase activity | Q9H3R0 | GST-KDM4C 2-372, H3K9me3 peptide, LANCE TR-FRET | inhibition, % at 12.5 µM | hit rate 0.15% among 96,000;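 active = mean replicate inhibition above about 25%, with at least 55% of replicates also reaching it, limit read from the data, passing the limit was not always enough; inconclusive = only one of those two conditions met; inactive = neither condition met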
Target sequence (Q9H3R0 2-372 limits assumed): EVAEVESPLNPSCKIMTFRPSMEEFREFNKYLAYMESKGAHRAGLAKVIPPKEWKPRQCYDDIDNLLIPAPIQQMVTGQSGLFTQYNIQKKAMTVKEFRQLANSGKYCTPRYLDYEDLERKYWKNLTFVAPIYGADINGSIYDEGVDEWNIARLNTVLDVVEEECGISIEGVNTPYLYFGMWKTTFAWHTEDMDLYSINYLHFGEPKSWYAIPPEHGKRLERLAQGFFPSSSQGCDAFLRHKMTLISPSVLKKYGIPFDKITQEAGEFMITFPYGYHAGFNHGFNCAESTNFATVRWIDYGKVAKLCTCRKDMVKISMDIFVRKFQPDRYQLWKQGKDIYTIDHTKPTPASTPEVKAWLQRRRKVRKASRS
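Material: GST-tagged GASC-1 (JMJD2C) catalytic fragment, aa 2-372 / Quantity: enzyme final amount 10 nM / Medium: HEPES buffer, pH 7.5, plus ascorbate / Doses: one test concentration per compound / Incubation: 30 min reaction, 60 min detection, RT / Measured by: LANCE TR-FRET / Read-out: inhibition from TR-FRET ratio decrease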
Starred values were filed as active, the others as inactive; ? = inconclusive; . = no result given; & = joins results of further samples.

SMILES	Pf Dd2 inh	Tcruzi prolif	C diff growth	KDM4C inh
CCS(=O)(=O)N1CC2(C1)CN(S(=O)(=O)c1ccc(C)cc1)[C@@H](CO)c1[nH]c3cc(OC)ccc3c12	-77	.	-8	0.3
C[C@@H]1CCCCO[C@@H](CN(C)CC2CC2)[C@H](C)CN([C@@H](C)CO)C(=O)c2cc(NC(=O)Nc3ccc(C(F)(F)F)cc3)ccc2O1	-56	26	4	-0.7
C[C@H]1CN([C@@H](C)CO)C(=O)c2ccccc2-c2ccccc2CO[C@@H]1CN(C)C(=O)Nc1ccnc(N2CCOCC2)c1	-3	108*	-8	1.7
Cc1ccc(-c2ccc([C@H]3[C@H](CO)N4C(=O)CN(C(=O)c5ccncc5)C[C@@H]34)cc2)cc1	13	.	0	-0.9
COc1ccccc1-c1cn(CC[C@@H]2CC[C@H](NC(=O)C3CCC3)[C@@H](CO)O2)nn1	6	.	1	-2.6
C[C@@H]1CN([C@@H](C)CO)C(=O)c2cc(NC(=O)Cc3cn(C)c4ccccc34)ccc2O[C@H]1CN(C)S(=O)(=O)c1ccc(F)cc1	-14	6	-2	-1.3
Cc1noc(C)c1S(=O)(=O)N(C)C[C@@H]1Oc2ccc(NS(=O)(=O)c3cccs3)cc2CC(=O)N([C@@H](C)CO)C[C@@H]1C	-6	-6	-6	0.8
COc1cccc(C#Cc2ccc3c(c2)[C@H]2[C@H](CCN2C(=O)Cc2ccccc2)[C@H](CO)N3)c1	-45	.	-7	-6.7
CS(=O)(=O)N1CC2(C1)[C@H](c1ccccc1)[C@H](CO)N2CCC(F)(F)F	2	.	-2	-0.4
C[C@H]1CN([C@@H](C)CO)S(=O)(=O)c2ccc(C3=CCCCC3)cc2O[C@@H]1CN(C)C(=O)c1ccccc1	-17	95	-8	-0.2
CNC[C@H]1Oc2c(NS(=O)(=O)c3ccc(OC)cc3)cccc2C(=O)N([C@H](C)CO)C[C@@H]1C	3	3	3	1.3
CO[C@H]1CN(C)C(=O)c2ccc(NC(=O)c3cccc(F)c3)cc2OC[C@@H](C)N(C(C)=O)C[C@H]1C	-21	16	-2	-0.3

Another view of two compounds above:
SMILES | Pf Dd2 inh | Tcruzi prolif | C diff growth | KDM4C inh
C[C@H]1CN([C@@H](C)CO)C(=O)c2ccccc2-c2ccccc2CO[C@@H]1CN(C)C(=O)Nc1ccnc(N2CCOCC2)c1 | -3 | 108* | -8 | 1.7
Cc1ccc(-c2ccc([C@H]3[C@H](CO)N4C(=O)CN(C(=O)c5ccncc5)C[C@@H]34)cc2)cc1 | 13 | . | 0 | -0.9

(listing goes on)
SMILES	Pf Dd2 inh	Tcruzi prolif	C diff growth	KDM4C inh
COc1ccc2c3c([nH]c2c1)[C@H](CO)N(Cc1nccs1)CC31CCN(C(=O)C2CCOCC2)CC1	-8	.	6	-0.5
C[C@@H]1CN([C@H](C)CO)S(=O)(=O)c2ccc(Br)cc2O[C@@H]1CN(C)S(=O)(=O)c1ccc(F)cc1	1	87	.	-3.7
C[C@@H]1CCCCO[C@@H](CN(C)Cc2ccccc2)[C@H](C)CN([C@@H](C)CO)C(=O)c2cc(NC(=O)Cc3ccccc3)ccc2O1	-48	.	1	-1.9
C[C@@H]1CN([C@H](C)CO)C(=O)c2cccc(NC(=O)C3CCCCC3)c2O[C@@H]1CN(C)C(=O)Nc1ccc2c(c1)OCO2	-34	43	-4	0.6
C[C@@H]1CN([C@H](C)CO)C(=O)c2cc(NC(=O)c3ccccc3)ccc2O[C@@H](C)CCCCO[C@H]1CN(C)Cc1ccccc1	-78	103*	-6	0.1
COc1ccc(S(=O)(=O)Nc2ccc3c(c2)C(=O)N([C@H](C)CO)C[C@H](C)[C@@H](CN(C)C(=O)Nc2ccc4c(c2)OCO4)O3)cc1	-5	18	7	0.8
CN(C)c1ccc2c(c1)[C@H]1C[C@@H](CC(=O)NCc3ccncc3)O[C@@H](CO)[C@H]1O2	11	4	.	5.3
COc1ccc(NC(=O)N(C)C[C@H]2Oc3ccc(NC(=O)Cc4ccccc4)cc3CC(=O)N([C@@H](C)CO)C[C@H]2C)cc1	3	-10	-5	15
Cc1ccc(S(=O)(=O)Nc2ccc3c(c2)C(=O)N([C@H](C)CO)C[C@H](C)[C@H](CN(C)S(=O)(=O)c2ccccc2)OCCCC[C@H](C)O3)cc1	-62	113*	-6	-0.1
C[C@H](CO)N1C[C@H](C)[C@@H](CN(C)C(=O)Nc2ccccc2F)Oc2cc(-c3ccc(C(=O)N(C)C)cc3)ccc2S1(=O)=O	-4	.	7	2.7
COc1ccc(NC(=O)N2CC(=O)N3[C@H](CO)[C@@H](c4ccc(/C=C/c5ccccc5)cc4)[C@@H]3C2)cc1	-38	.	7	-1.7
Cc1noc(C)c1S(=O)(=O)N(C)C[C@@H]1Oc2ccc(NC(=O)Cc3ccccc3)cc2CC(=O)N([C@@H](C)CO)C[C@H]1C	-28	19	3	0.5
Cc1noc(C)c1S(=O)(=O)Nc1ccc2c(c1)C(=O)N([C@H](C)CO)C[C@@H](C)[C@@H](CN(C)Cc1ccncc1)OCCCC[C@H](C)O2	-10	-7	-2	11
CC(C)(O)c1cn([C@@H]2C[C@@H]3O[C@@H](CO)CC[C@@H]3O[C@@H]2CCc2ccc(-c3cccnc3)cc2)nn1	-8	.	1	.
O=C(C[C@@H]1CC[C@@H](NC(=O)C2CCOCC2)[C@@H](CO)O1)NCc1ccccc1Cl	-11	-19	.	0.0
COc1ccccc1C(=O)Nc1ccc2c(c1)OC[C@H](C)N(CC1CC1)C[C@H](C)[C@@H](OC)CN(C)C2=O	-52	.	-7	1.3
Cc1ccc(S(=O)(=O)N(C)C[C@@H]2Oc3ccc(NC(=O)Nc4ccc(C(F)(F)F)cc4)cc3CC(=O)N([C@@H](C)CO)C[C@H]2C)cc1	-52	35	7	-1.1
C[C@@H]1CN([C@H](C)CO)C(=O)c2cc(-c3cccc(F)c3)cnc2O[C@@H]1CN(C)C(=O)C1CCCCC1	-24	-26	8	-0.6
Cc1noc(C)c1NC(=O)N[C@@H]1C=C[C@@H](CC(=O)NCCCN(C)C)O[C@@H]1CO	3	-43	2	-0.7
C[C@H](CO)N1C[C@H](C)[C@H](CN(C)C(=O)CCC(F)(F)F)OCCCC[C@H](C)Oc2ccc(NC(=O)C3CCCCC3)cc2C1=O	36	63	-1	0.1
C[C@@H]1CN([C@H](C)CO)C(=O)c2cc(-c3ccccc3)cnc2O[C@@H]1CN(C)C	31	25	-3	3.1
CN(C)C(=O)c1cccc(-c2ccc([C@H]3[C@H](CO)N4CCCCN(S(C)(=O)=O)C[C@@H]34)cc2)c1	22	49	-6	0.2
CCc1cnc(N2[C@H](CO)[C@H](c3ccccc3)[C@@H]2C#N)s1	43	-8	-7	-0.2
C/C=C/c1ccc([C@H]2[C@@H](CO)N3C(=O)CN(S(=O)(=O)c4cccc(F)c4)C[C@H]23)cc1	-40	.	-2	0.0
COc1ccc2c3c(n(C)c2c1)[C@H](CO)N(C)CC31CN(CC2CC2)C1	11	.	2	1.4
C[C@H](CO)N1C[C@H](C)[C@H](CN(C)S(=O)(=O)c2cccs2)Oc2c(NS(C)(=O)=O)cccc2C1=O	-2	-10	.	0.2
C[C@H](CO)N1C[C@H](C)[C@@H](CN(C)S(=O)(=O)c2ccccc2)Oc2c(NS(=O)(=O)c3ccccc3)cccc2C1=O	4	15	-1	-2.0
C[C@@H]1CN([C@H](C)CO)C(=O)c2cc(-c3ccc(C(=O)N(C)C)cc3)cnc2O[C@@H]1CN(C)C	17	17	4	2.7
CO[C@@H]1CN(C)C(=O)c2ccc(NC(=O)C3CC3)cc2OC[C@H](C)N(C)C[C@@H]1C	2	.	.	0.9
COc1ccc2c3c(n(C)c2c1)[C@@H](CO)N(C(=O)c1cccnc1)CC31CCN(C)CC1	26	.	2	0.2
O=C([C@H]1[C@H](CO)[C@H]2Cn3c(cccc3=O)[C@@H]1N2C(=O)c1ccccn1)N1CCCCC1	.	0	1	-1.5
O=C1CN(Cc2ccccc2)C[C@@H]2[C@@H](c3ccc(-c4ccccc4F)cc3)[C@H](CO)N12	-20	.	0	9.5
C[C@H](CO)N1C[C@H](C)[C@H](CN(C)C(=O)Nc2cccc3ccccc23)Oc2ccc(NS(C)(=O)=O)cc2C1=O	8	41	-2	0.6
CCC(=O)NC[C@H]1[C@H](c2ccc(-c3ccccc3)cc2)[C@H](CO)N1C(=O)C1CC1	4	74	-4	-1.1
N#C[C@H]1[C@@H](c2ccc(-c3cccc(F)c3)cc2)[C@@H](CO)N1C(=O)c1cccnc1	12	90	13	-2.6
COc1ccc(C#Cc2cnc3c(c2)C(=O)N([C@@H](C)CO)C[C@H](C)[C@H](CN(C)CC2CCCC2)O3)cc1	?	83	21	1.5

Single values from above.
Entry for `C[C@H](CO)N1C[C@H](C)[C@H](CN(C)C(=O)Nc2cccc3ccccc23)Oc2ccc(NS(C)(=O)=O)cc2C1=O` in KDM4C inh: 0.6
Entry for `CO[C@@H]1CN(C)C(=O)c2ccc(NC(=O)C3CC3)cc2OC[C@H](C)N(C)C[C@@H]1C` in KDM4C inh: 0.9
Entry for `N#C[C@H]1[C@@H](c2ccc(-c3cccc(F)c3)cc2)[C@@H](CO)N1C(=O)c1cccnc1` in C diff growth: 13
Entry for `O=C([C@H]1[C@H](CO)[C@H]2Cn3c(cccc3=O)[C@@H]1N2C(=O)c1ccccn1)N1CCCCC1` in Tcruzi prolif: 0
Entry for `COc1ccc2c3c(n(C)c2c1)[C@H](CO)N(C)CC31CN(CC2CC2)C1` in KDM4C inh: 1.4
Entry for `C[C@H](CO)N1C[C@H](C)[C@@H](CN(C)S(=O)(=O)c2ccccc2)Oc2c(NS(=O)(=O)c3ccccc3)cccc2C1=O` in C diff growth: -1

Remaining list, next part
SMILES	Pf Dd2 inh	Tcruzi prolif	C diff growth	KDM4C inh
CCCNC(=O)N(C)C[C@@H]1Oc2cc(-c3ccncc3)ccc2S(=O)(=O)N([C@H](C)CO)C[C@@H]1C	-16	38	-2	3.3
CCC(=O)Nc1ccc2c(c1)C(=O)N(C)C[C@@H](OC)[C@H](C)CN(Cc1ccncc1)[C@H](C)CO2	6	1	.	2.5
O=C(Cc1ccccc1)N1CC[C@@H]2[C@H]1c1cc(Br)ccc1N[C@@H]2CO	13	32	-4	-5.3
C[C@@H]1CN([C@H](C)CO)S(=O)(=O)c2ccc(C#Cc3ccccc3F)cc2O[C@H]1CN(C)C(=O)Cc1cccnc1	-78	36	2	-1.7
C[C@H](CO)N1C[C@H](C)[C@H](CN(C)Cc2ccc(C(F)(F)F)cc2)Oc2c(NC(=O)Nc3ccc(F)cc3)cccc2C1=O	-7	75	3	0.8
O=C(CCN1CCCCC1)NCC[C@H]1CC[C@H](NC(=O)Nc2ccc(F)cc2)[C@@H](CO)O1	9	-50	-5	0.6
CCCNC(=O)N1CC2(C1)CN(C(=O)c1ccncc1)[C@@H](CO)c1[nH]c3cc(OC)ccc3c12	-42	.	6	1.8
CO[C@@H]1CN(C)C(=O)c2ccc(NC(=O)C3CCC3)cc2OC[C@@H](C)N(S(=O)(=O)c2ccc(Cl)cc2)C[C@H]1C	.	76	.	-0.7
Cc1noc(C)c1NC(=O)N(C)C[C@H]1OCCCC[C@@H](C)Oc2ccc(NS(=O)(=O)c3c(C)noc3C)cc2C(=O)N([C@H](C)CO)C[C@@H]1C	27	-16	2	0.2
C[C@H](CO)N1C[C@H](C)[C@@H](CN(C)C)Oc2ccc(NC(=O)Nc3ccc(C(F)(F)F)cc3)cc2CC1=O	-74	.	7	-1.5
Cc1noc(C)c1S(=O)(=O)Nc1ccc2c(c1)C(=O)N([C@H](C)CO)C[C@H](C)[C@@H](CN(C)Cc1ccncc1)O2	23	-15	-2	-1.6
CN(C)CC(=O)N[C@@H]1CC[C@H](CCn2cc(C3CCCCC3)nn2)O[C@H]1CO	-4	.	0	1.7
COc1ccc(C#Cc2ccc([C@@H]3[C@H]4CN(C(=O)c5ccc(F)cc5)CC(=O)N4[C@H]3CO)cc2)cc1	-46	.	-2	0.9
CN(C)CC(=O)N[C@@H]1C=C[C@@H](CC(=O)NCCN2CCCCC2)O[C@@H]1CO	2	-16	.	0.9
COc1ccccc1-c1cnc2c(c1)C(=O)N([C@@H](C)CO)C[C@H](C)[C@H](CN(C)CC1CCOCC1)O2	20	.	-3	0.7
CCC(=O)N1C[C@@H](O)COC[C@@H]2O[C@H](CC(=O)NCc3ccc(Oc4ccccc4)cc3)CC[C@H]21	17	-5	-5&-6	1.6
C[C@@H]1CN([C@H](C)CO)C(=O)c2cc(NS(=O)(=O)c3cn(C)cn3)ccc2O[C@@H](C)CCCCO[C@@H]1CN(C)S(=O)(=O)c1ccccc1	5	-46	0	-0.1
CNC[C@H]1Oc2ccc(NC(=O)NC3CCCCC3)cc2C(=O)N([C@H](C)CO)C[C@@H]1C	25	-23	3	2.2
CCCNC(=O)C[C@@H]1CC[C@@H]2[C@@H](COc3ccc(NC(=O)c4ccc(OC)cc4)cc3C(=O)N2C)O1	2	10	3	-0.3
Cc1ccc(S(=O)(=O)N(C)C[C@H]2OCCCC[C@H](C)Oc3ccc(NC(=O)Nc4ccccc4)cc3C(=O)N([C@H](C)CO)C[C@H]2C)cc1	-88*	?	2	2.1
